Compound activity as filed in PubChem BioAssay.
aDG glyco up – activators of alpha-DG glycosylation, primary screen, uHTS, Pro5-aDG cells, AlphaScreen. alpha-DG glycosylation AlphaScreen (IIH6); 0% Pro5, 100% B10-LARGE cell signal. activation, % at 10 µM. actives 0.22% (n = 360,000);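 active means activation of at least 8% versus controls, or a plate z-score of at least 8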;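 further: Pro5 are CHO cells carrying HIG-tagged alpha-DG that lacks glycosylation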
TLR9-MyD88 inh – inhibitors of TLR9-MyD88 association in cells, primary screen, cell-based, CHO, BLA complementation, fluorescence. Toll-like receptor 9 (Homo sapiens) + Myeloid differentiation primary response protein …. CCF4 FRET ratio. inhibition, % at 4.98 µM. actives 0.21% (n = 340,000);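 active means inhibition above the mean over all tested compounds plus 3 SD, cut at about 21% in these data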;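 further: 0% = DMSO only wells and 100% = clavulanate BLA inhibitor control wells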
Target sequence (Q99836 whole entry, looked up): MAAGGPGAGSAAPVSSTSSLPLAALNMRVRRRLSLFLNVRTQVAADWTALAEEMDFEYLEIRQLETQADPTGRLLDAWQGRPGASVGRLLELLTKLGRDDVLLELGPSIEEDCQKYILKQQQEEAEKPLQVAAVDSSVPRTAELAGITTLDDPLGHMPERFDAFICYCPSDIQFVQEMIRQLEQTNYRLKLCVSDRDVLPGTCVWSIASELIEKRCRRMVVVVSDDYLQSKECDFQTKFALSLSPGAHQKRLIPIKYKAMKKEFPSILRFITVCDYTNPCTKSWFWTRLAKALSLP
Target sequence (Q9NR96 whole entry, looked up): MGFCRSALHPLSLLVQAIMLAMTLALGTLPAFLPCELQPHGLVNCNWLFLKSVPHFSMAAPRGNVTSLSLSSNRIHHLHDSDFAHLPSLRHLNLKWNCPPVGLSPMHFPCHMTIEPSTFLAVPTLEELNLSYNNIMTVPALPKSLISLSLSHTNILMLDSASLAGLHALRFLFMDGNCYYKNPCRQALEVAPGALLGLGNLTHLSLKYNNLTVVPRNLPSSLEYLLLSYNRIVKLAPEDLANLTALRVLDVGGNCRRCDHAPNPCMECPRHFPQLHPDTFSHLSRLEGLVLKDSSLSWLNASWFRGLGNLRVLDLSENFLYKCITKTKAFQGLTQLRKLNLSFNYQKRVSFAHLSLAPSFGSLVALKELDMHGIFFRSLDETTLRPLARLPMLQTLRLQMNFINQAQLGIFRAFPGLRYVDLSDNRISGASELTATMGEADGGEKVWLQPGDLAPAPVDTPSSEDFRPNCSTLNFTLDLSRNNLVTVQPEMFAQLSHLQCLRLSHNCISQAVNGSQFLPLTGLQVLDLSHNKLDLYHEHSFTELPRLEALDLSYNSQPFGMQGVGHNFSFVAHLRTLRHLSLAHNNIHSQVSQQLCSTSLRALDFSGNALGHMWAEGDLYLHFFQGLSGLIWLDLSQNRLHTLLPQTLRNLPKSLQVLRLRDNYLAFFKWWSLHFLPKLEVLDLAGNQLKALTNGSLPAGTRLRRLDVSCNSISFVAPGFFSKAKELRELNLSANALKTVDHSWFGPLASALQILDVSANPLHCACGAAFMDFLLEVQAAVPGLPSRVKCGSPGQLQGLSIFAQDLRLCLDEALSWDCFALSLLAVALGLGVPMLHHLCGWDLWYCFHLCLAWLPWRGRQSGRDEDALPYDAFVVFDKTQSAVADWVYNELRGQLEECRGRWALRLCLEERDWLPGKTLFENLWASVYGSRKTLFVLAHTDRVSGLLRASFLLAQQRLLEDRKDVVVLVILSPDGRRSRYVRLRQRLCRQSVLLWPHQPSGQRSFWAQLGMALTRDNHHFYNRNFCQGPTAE
ABHD5 PLIN5 PPI – ABHD5-PLIN5 interaction inhibitors, primary screen, cell lysate, split luciferase complementation, luminescence; Perilipin-5 (Homo sapiens) + 1-acylglycerol-3-phosphate O-acyltransferase ABHD5 (Homo …; Split G. princeps luciferase complementation, 4 h; inhibition, % at 4 µM; actives 0.78% (n = 360,000); AID 602281, 2012;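 active means inhibition above the mean inhibition across every tested compound plus 3 SD, cut at about 22% in these data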;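 further: 0% = DMSO only wells and the 100% control is not disclosed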
MC4R antag cAMP – MC4R antagonists of cAMP signaling, primary screen, cell-based, TR-FRET, antagonist arm of biased-ligand search; MC4R-expressing cells, MTII-stimulated cAMP, LANCE TR-FRET; Melanocortin receptor 4 (Homo sapiens), P32245; inhibition, % at 6.5 µM; actives 0.48% (n = 360,000); AID 540295, 2011;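 active means inhibition above its plate's cutoff, the mean of tested wells on that plate plus 3 SD, cut at about 29% in these data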;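 further: 0% = Melanotan II alone and 100% = Melanotan II plus saturating MCL0020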
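system = U2OS cells with stable human MC4R expression | also added = Melanotan II challenge after compound preincubation | dosing = one concentration, 6.5 µM nominal | incubation = compound 30 min, challenge 1 h, detection 1 h | measured by = TR-FRET with Eu-cAMP and labeled anti-cAMP, 671 nm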
NOD2 RIPK2 PPI – NOD2-RIPK2 binding disruptors in cells, primary screen, fluorescence, CHO cells, BLA complementation; Receptor-interacting serine/threonine-protein kinase 2 (Homo sapiens), O43353; CCF4 ratio; inhibition, % at 4.98 µM; actives 0.38% (n = 360,000); AID 624267, 2012; in the data active means inhibition above about 21%;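 further: 0% = vehicle only and 100% = reference blocker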
MC4R ag barr – MC4R agonists recruiting beta-arrestin, primary screen, cell-based, luminescence, agonist arm of biased-ligand search; Melanocortin receptor 4 (Homo sapiens), P32245; U2OS MC4R beta-arrestin complementation; percent of melanotan II response, DMSO zero; activation, % at 8.9 µM; actives 0.98% (n = 360,000); AID 540308, 2011;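 active means activation above a per-plate cutoff, the mean activation of sample wells on that plate plus 3 SD, cut at about 8% in these data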
ABCB6 inh 2 – ABCB6 transporter inhibitors, primary screen, K562-ABCB6 cells, flow cytometry, MLPCN library. ATP-binding cassette sub-family B member 6 (Homo sapiens), Q9NP58. K562-ABCB6 porphyrin accumulation, 1 h; active compounds read low. fluorescence ratio to DMSO, % at 10 µM. actives 0.19% (n = 360,000). AID 602162, 2011;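 active means fluorescence ratio to DMSO below 75%, the collection mean minus 3 SD; inconclusive means too few cells collected in the well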;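 further: signal is porphyrin accumulated inside mitochondria; 100% equals median channel fluorescence of DMSO control wells; lower ratio means ABCB6 inhibition with less porphyrin fluorescence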
Glyco luc inh – increase of ERlucT glycosylation luciferase signal, primary screen, N-linked glycosylation inhibitor project, D54 ERlucT cells, luminescence, set 2; AID 588692, 2011; D54 ERlucT glycosylation luciferase reporter, 24 h; percent of 100 nM tunicamycin response; actives 0.23% (n = 360,000); reporter increase, % at 12.5 µM;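 active means mean luciferase reporter signal, scaled so untreated is 0 and the glycosylation-blocking control 100, at or above a set limit in every replicate; inconclusive means mean reaches the limit but not every replicate does; inactive means mean below the limit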;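 further: luciferase carries N-glycosylation sites so blocking glycosylation raises the light; 0% = median of neutral control wells and 100% = median of 100 nM tunicamycin wells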
Vif inh – HIV Vif self-association inhibitors, primary screen, imaging, HEK293T, single point; HEK293T cells, Vif self-association by quenched fluorescence, 24 h; actives 0.35% (n = 340,000); inhibition, % at 7.49 µM; in the data active means inhibition above about 50%, passing the limit was not always enough; inconclusive means no clear call, values can overlap the other calls; inactive means below about 31%; further: some results filed as inactive read as strong as hits
Exocytosis inh – LAMP-1 surface exposure blockers, TALL-104 cells – cell-based, flow cytometry, MLPCN library, primary screen; TALL-104 LAMP-1 surface exposure; cells stimulated with thapsigargin and PMA; inhibition, % at 10 µM; actives 0.66% (n = 360,000); AID 651702, 2012;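 active means inhibition above about 55%, limit read from the data; inconclusive means no clear call, values can overlap the other calls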
* hit, by the source's call; ? = inconclusive; . = no result given. An excerpt. The share of hits here may be higher or lower than overall.

SMILES	aDG glyco up	TLR9-MyD88 inh	ABHD5 PLIN5 PPI	MC4R antag cAMP	NOD2 RIPK2 PPI	MC4R ag barr	ABCB6 inh 2	Glyco luc inh	Vif inh	Exocytosis inh
CNC[C@H]1Oc2cc(Br)ccc2S(=O)(=O)N([C@@H](C)CO)C[C@H]1C	0.0	.	3	.	1	.	99	1	-12	1
O=C(Cc1sc(-c2ccccc2)nc1-c1ccccc1)Nc1ccccc1	0.0	-4	-3	11	-12	2.7	103	-8	-1	-3
CNc1nc(Nc2ccc(C(C)=O)cc2)nc(OC(C(F)(F)F)C(F)(F)F)n1	1.0	4	-5	-3	-7	-2.0	95	-1	0	-1
O=C(c1ccco1)N1CCC2CC1c1c(Cl)cccc12 (configuration not stated)	0.2	4	-7	-4	5	-0.9	98	0	.	5
CC1Cc2ccccc2N1C(=O)c1cccnc1 (configuration not stated)	-0.1	0	-1	4	-7	-3.4	98	-1	-2	-4
O=C(CN1CCOCC1)Nc1ccccc1-c1ccccc1	0.0	-39	-6	1	1	-3.0	95	0	11	-2
Cc1csc2c(N3CCN(C(=S)Nc4ccc(C(F)(F)F)cc4)CC3)ncnc12	-0.1	1	19	-3	0	2.3	92	0	-5	6
COC(=O)c1cccc(C23CC4(C2)[C@H](CN(C)[C@@H]4c2ccccc2)C3c2ccccc2)c1 (some centres not stated)	-0.3	-7	-7	7	-7	4.0	93	-6	-1	1
O=C(Oc1ccccc1F)C1CCN(C(=O)c2ccc(F)cc2)CC1	0.0	5	2	24	-3	1.4	96	5	1	-6
COc1ccc(C(=O)C(C)OC(=O)COc2ccccc2)cc1 (configuration not stated)	-0.3	6	9	2	2	-2.6	98	1	-2	-3
O=C(CN1C(=O)C2C3C=CC(C4CC34)C2C1=O)Oc1ccccc1 (configuration not stated)	-0.4	9	-1	3	-3	-3.0	99	2	2	-4
COC(=O)c1nc[nH]c1[N+](=O)[O-]	0.0	-5	-6	4	-9	-2.9	104	0	0	-1
COc1cc(OC)cc(-c2c(C#Cc3ccsc3)c3cc(-c4ccc(SC)cc4)ccc3n2C)c1	-0.5	-4	-8	18	3	0.4	101	2	9	3
CCOC(=O)c1sc(NC(=O)CCN2C(=O)C3CCCCC3C2=O)cc1C (configuration not stated)	-0.1	-6	2	-1	-11	-0.6	96	0	-8	-10
Cc1ccc(OCC(=O)NC(C)c2ccccc2)cc1 (configuration not stated)	0.0	-3	-1	2	-7	-0.7	93	-1	9	-5
Cc1ccc(NC(=O)CCNS(=O)(=O)c2cccc3nonc23)cc1Cl	0.4	-1	1	3	-4	-2.3	99	-1	-3	-2
CCOc1ccc(N=C2C(=O)Nc3ccc(C)c(Br)c32)cc1	1.5	-3	-7	5	-9	-2.0	96	1	2	10
N=c1c(S(=O)(=O)c2ccc(Cl)cc2)cc2c(=O)n3ccccc3nc2n1Cc1ccco1	-0.3	8	28*	9	19	0.6	99	3	14	9
CCOC(=O)Nc1ccc(C(=O)c2ccncc2)cc1	0.0	-1	3	-6	0	-1.0	98	7	1	1
CCN(CC)C(=O)c1cccc(-c2csc(C(O)c3ccc(F)cc3)n2)c1 (configuration not stated)	0.3	.	-2	4	-8	-1.6	98	-2	.	0
O=c1[nH]c(SCc2ccccc2Cl)nc2[nH]ncc12	0.6	-8	5	-7	-14	-3.7	99	-1	-1	0
Cc1ccc2c(CC(=O)N(CC3CCCO3)c3c(N)n(Cc4ccccc4)c(=O)[nH]c3=O)coc2c1 (configuration not stated)	-0.1	-1	-2	15	3	-0.8	101	1	-3	-5
Cc1ccc(-c2noc(CSc3nnc(-c4ccncc4)n3-c3ccc(F)cc3)n2)cc1	0.7	1	12	9	0	0.8	94	-6	-11	-1
CCN(CC)CCNC(=O)Cn1nc(Cc2ccccc2)c2ccccc2c1=O	0.2	-2	2	17	-2	-1.9	90	-9	-4	1

Some of these compounds in order of molecular weight, largest number first:
SMILES	aDG glyco up	TLR9-MyD88 inh	ABHD5 PLIN5 PPI	MC4R antag cAMP	NOD2 RIPK2 PPI	MC4R ag barr	ABCB6 inh 2	Glyco luc inh	Vif inh	Exocytosis inh
CCN(CC)CCNC(=O)Cn1nc(Cc2ccccc2)c2ccccc2c1=O	0.2	-2	2	17	-2	-1.9	90	-9	-4	1
CCN(CC)C(=O)c1cccc(-c2csc(C(O)c3ccc(F)cc3)n2)c1 (configuration not stated)	0.3	.	-2	4	-8	-1.6	98	-2	.	0
CCOC(=O)Nc1ccc(C(=O)c2ccncc2)cc1	0.0	-1	3	-6	0	-1.0	98	7	1	1

(next part)
SMILES	aDG glyco up	TLR9-MyD88 inh	ABHD5 PLIN5 PPI	MC4R antag cAMP	NOD2 RIPK2 PPI	MC4R ag barr	ABCB6 inh 2	Glyco luc inh	Vif inh	Exocytosis inh
CC(=O)c1ccc(NC(=O)[C@@]2(CC(=O)O)CC(/C=C/c3ccccc3)=NO2)cc1	0.0	-2	1	5	8	-0.7	100	3	-12	16
Cc1ccnc(NC(=O)Nc2ccc3c(c2)N(C)C(=O)CS3)c1	-0.5	-3	-5	5	-20	9.1*	101	?	-8	-1
c1ccc(-c2nnnn2CCOCCn2nnnc2-c2ccccc2)cc1	-0.1	1	-2	5	13	-1.1	95	1	-2	0
Cc1cccc(-n2c(O)c(/C=N/NC(=O)c3ccccc3Cl)c3ccccc3c2=O)n1	0.0	2	12	-2	20	2.0	94	0	-6	6
CSCCC(NC(=O)c1ccco1)C(=O)N1CC(C)OC(C)C1 (configuration not stated)	-0.1	-3	-13	9	9	1.1	104	3	4	8
CCn1c(SCC(=O)OC)nnc1C1CCCCC1	0.0	2	-7	1	-2	-0.3	97	1	4	-2
COc1ccccc1CCNC(=O)C(=O)NCC1CCCN1S(=O)(=O)c1ccccc1 (configuration not stated)	-0.3	1	-2	10	-5	-1.2	97	1	-11	7
N#Cc1c(N)nc2c(c1-c1ccc(F)cc1)c(=O)nc1sccn12	-0.3	-3	3	8	-14	-1.9	100	16	12	-4
CCOCCCn1c(=NC(C)=O)c(C#N)cc2c(=O)n3cccc(C)c3nc21	-0.1	.	0	7	-11	-1.6	102	0	-1	2
O=C(COc1ccc(Cl)cc1)N1CCN(C(=O)c2cccs2)CC1	1.2	-4	7	3	-1	1.0	92	-4	1	0
Cc1ccc(C(C(=O)NCC2CCCO2)N(C(=O)c2snc(C(N)=O)c2N)c2ccc3c(c2)OCCO3)cc1 (configuration not stated)	0.0	0	-4	14	13	-0.2	91	-5	-10	7
C/C(CC(=O)Nc1cccc(F)c1)=N\NC(=O)C(=O)NC1CCCCC1	-0.2	-6	-1	1	-5	1.5	103	1	4	0
O=c1c2ccccc2c(C=Nc2ccccc2O)c(O)n1-c1nccs1	-0.2	4	4	5	-3	0.0	93	1	-2	?
C/C(=N\NC(=O)C(O)(c1ccccc1)c1ccccc1)c1ccc(C)o1	0.0	-3	-5	2	-30	-2.1	99	-1	8	0
COc1ccc(C2N(C(C)=O)CCN2S(=O)(=O)c2ccc(C)cc2)cc1 (configuration not stated)	0.1	8	-4	5	13	-2.2	88	4	4	0
CC(C)(C)CC(=O)Nc1nc(C(N)Cc2ccc(C(F)(F)F)cc2)cs1 (configuration not stated)	2.4	.	-6	-9	6	9.5*	93	-3	-2	2
COc1cc(CNc2ccc(N3CCOCC3)cc2)cc(Br)c1OC	0.0	3	1	-7	-8	-0.6	98	3	-4	-1
Nc1nonc1OCCOCCOCCOc1nonc1N	0.3	-5	-1	24	-2	-0.1	101	0	4	1
CC(C)OCCCn1c(NN)nc2ccccc2c1=O	0.6	-10	-4	2	-4	3.4	104	-1	-6	0
CN(C(=O)COC(=O)c1ccc(Br)o1)c1c(N)n(Cc2ccccc2)c(=O)[nH]c1=O	-0.1	-7	4	1	-2	-2.5	100	-1	2	-2
Cc1cc(C)cc(N(C(=O)c2csnn2)C(C(=O)NC(C)(C)C)c2cccs2)c1 (configuration not stated)	0.0	-5	-2	0	-5	0.0	105	-2	-6	-4
NNc1nc(N)c2c(n1)-c1ccccc1CC21CCCC1	0.3	-14	-4	0	-4	-1.9	83	-3	1	3
O=C(C[n+]1cc(-c2ccc(F)cc2)n2c1CCC2)Nc1nc(-c2ccc(F)cc2)cs1	-0.1	0	18	1	4	-0.9	91	4	1	1
COc1ccc(C(=O)CCC(=O)Nc2ccc(N3CCCCC3)cc2)cc1OC	-0.2	3	4	-5	-5	0.4	100	1	-11	-13
COc1ccc(S(=O)(=O)Nc2ccccc2C(=O)NC(C)(C)C)cc1OC	-0.2	-3	-1	-2	-4	-2.1	104	-1	0	9
O=C(Nc1ccc(O)cc1)c1ccc(NC(=O)C2CCCO2)cc1 (configuration not stated)	-0.1	-1	-2	14	4	-1.1	100	3	13	-10
CC(C)CC(=O)OCc1cn(-c2ccccc2)nn1	-0.2	5	2	7	-6	-2.8	101	-2	15	-2
CCCCOc1cccc(C(=O)NC(=S)Nc2cccc(NC(=O)c3ccccc3Cl)c2)c1	0.3	7	0	5	0	-2.3	95	0	9	-3
Cc1nn(Cc2ccc(Cl)cc2)c(C)c1NC(=O)C(c1ccccc1)c1ccccc1	0.2	0	7	5	8	-0.2	94	-5	0	8
COCCN(C/C=C/c1ccccc1)C/C=C/c1ccccc1	0.7	3	-1	-2	3	2.2	97	0	-4	3
O=C1OCc2ccc(NS(=O)(=O)c3ccc(C(F)(F)F)cc3)cc21	0.1	.	2	4	-2	-0.9	98	2	-3	1
Nc1cc(OC(=O)c2ccc(F)cc2)nn1S(=O)(=O)c1ccc(F)cc1	-0.1	3	1	-9	-11	-0.1	95	3	15	-3
CCN1C(=O)/C(=C/c2ccc(OCc3ccc(C(=O)O)cc3)c(Cl)c2)NC1=S	0.0	3	-5	-4	-11	-1.5	100	4	-8	2
Cc1cc(C)c(COCc2cc(/C=N/O)c(C)cc2C)cc1/C=N/O	1.0	1	-15	2	5	2.7	95	-4	-6	33
COc1ccc(S(=O)(=O)N(C)C[C@H]2OCc3cn(nn3)CCCC(=O)N([C@@H](C)CO)C[C@@H]2C)cc1	-0.1	.	2	.	-4	.	105	3	.	3
CCC(C)(C)C(=O)Nc1ncc(S(=O)(=O)c2ccc([N+](=O)[O-])cc2)s1	0.2	1	-8	-1	-5	-2.5	89	-3	-13	0
Cc1cccc2cc(CN(Cc3nnnn3Cc3ccco3)C3CCCC3)c3nnnn3c12	0.1	5	9	7	-4	-1.4	97	-4	-2	2
